Screening data (PubChem)
PTEN del growth – growth suppressors of cells with PTEN tumor suppressor deletion; viability, % at 10 µM; 1.2% of 140,000 active; AID 827; HCT116 PTEN-null viability, CellTiter-Glo, 60 h; stronger effect = lower value;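 active = viability at or below a set limit, 4 SD under the median of all tested compounds, cut at about 3.7% in these data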;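 also: PTEN knockout HCT116 line with beta catenin targeted HCT116 as companion control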
NPY-Y2 antag – blocks the human neuropeptide Y Y2 receptor; NPY-Y2 expressing cells, antagonist mode; inhibition, % at 2.7 µM; 0.99% of 140,000 active; P49146; in the data active = inhibition above about 17%;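 also: 0% = vehicle with agonist challenge and 100% = reference antagonist with challenge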
Target sequence (P49146 whole entry, looked up): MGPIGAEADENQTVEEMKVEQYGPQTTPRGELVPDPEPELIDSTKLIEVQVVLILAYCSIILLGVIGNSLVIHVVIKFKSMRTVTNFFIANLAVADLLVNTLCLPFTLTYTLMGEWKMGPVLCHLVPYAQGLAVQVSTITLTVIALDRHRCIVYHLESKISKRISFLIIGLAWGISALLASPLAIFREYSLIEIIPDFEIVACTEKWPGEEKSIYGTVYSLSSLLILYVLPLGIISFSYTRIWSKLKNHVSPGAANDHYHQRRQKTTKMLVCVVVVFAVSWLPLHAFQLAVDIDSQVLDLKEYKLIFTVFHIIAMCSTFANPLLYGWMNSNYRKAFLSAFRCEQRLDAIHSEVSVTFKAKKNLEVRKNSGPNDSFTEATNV
E-sel TNF inh – blocks E-selectin expression induced by TNF alpha; HUVEC TNFa-induced E-selectin immunofluorescence, high content; inhibition, % at 2 µM; 0.71% of 120,000 active; AID 1246;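 active = inhibition above the batch mean plus 3 SD, and confirmed as a hit on visual image review, cut at about 43% in these data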;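 also: 0% = TNF-stimulated DMSO wells and 100% = unstimulated control wells; not every result past the cut was called active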
GALR2 blocker – GALR2 (human) receptor antagonism; GALR2-expressing cells, antagonist mode; AID 828; inhibition, % at 4 µM; 0.39% of 140,000 active; in the data active = inhibition above about 27%;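 also: cells stimulated with galanin 1-16 at roughly its EC80; 0% = agonist challenge control and 100% = basal control without agonist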
Target sequence (O43603 whole entry, looked up): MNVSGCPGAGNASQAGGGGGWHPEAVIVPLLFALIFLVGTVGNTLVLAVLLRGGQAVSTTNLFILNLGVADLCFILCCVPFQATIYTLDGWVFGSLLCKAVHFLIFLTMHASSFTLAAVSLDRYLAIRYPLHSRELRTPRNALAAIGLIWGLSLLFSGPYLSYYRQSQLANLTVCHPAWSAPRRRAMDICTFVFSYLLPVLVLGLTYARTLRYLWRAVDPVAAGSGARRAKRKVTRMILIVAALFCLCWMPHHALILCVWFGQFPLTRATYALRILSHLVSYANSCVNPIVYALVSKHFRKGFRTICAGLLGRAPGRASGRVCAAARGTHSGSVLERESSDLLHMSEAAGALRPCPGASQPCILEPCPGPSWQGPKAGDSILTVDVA
Phagocytosis inh – inhibitors of macrophage phagocytosis; J774A.1 macrophage IgG-bead phagocytosis, imaging; inhibition, % at 5 µM; 0.07% of 110,000 active; AID 1029;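 active = inhibition above the mean of the plate negative controls plus 5 SD, cut at about 13% in these data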;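 also: phagocytic index as fraction of beads internalized from green versus red external bead signal; plate controls were DMSO negative control for no effect and cytochalasin-D positive control for full effect; some results beyond the cut were filed as inactive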
bCat KO growth – beta-catenin-lacking colon tumor cell growth suppression; HCT116 beta-catenin knockout viability, CellTiter-Glo, 60 h; stronger effect = lower value; viability, % at 10 µM; 1.5% of 140,000 active;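 active = viability at or under a set limit, the compound median less 4 SD, cut at about 6% in these data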;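 also: 0% = Hyamine 1622 control at 20 µM and 100% = untreated cell control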
Yeast lifespan up – yeast lifespan extension. inhibition of the nicotinamide effect, % at 10 µM. 0.68% of 130,000 active. S. cerevisiae growth with nicotinamide, OD615; deaD strain in restrictive glucose medium;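 active = inhibition above a set limit, placed 3 SD over the median of all compounds, cut at about 26% in these data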;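 also: 0% = nicotinamide-treated wells and 100% = cells grown without nicotinamide; some compounds called inactive have numbers as strong as hits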
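Assay system: engineered S. cerevisiae DeaD replicative-lifespan strain, galactose-grown log-phase cells; Buffer or medium: CSMM-D glucose medium, restrictive; Probe or stimulus: nicotinamide 1.5 mM; Compound: single dose 10 µM compound, 0.25% DMSO; Schedule: 4 h preincubation then 48 h treatment at 30 °C; Technique: OD615 measurement.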
Measles CPE – protection of cells from measles virus | Measles virus-infected cells, CPE protection, absorbance | protection (pct of control), % at 4 µM | 1.5% of 140,000 active; in the data active = protection mostly above about 24%, no sharp cut-off; inactive = mostly below about 26%; also: some compounds called inactive have numbers as strong as hits
BB579 growth dn – chemicals that inhibit yeast BB579 growth in restrictive medium (lifespan-shortening candidates). S. cerevisiae BB579 growth, OD615, 48 h. inhibition, % at 10 µM. 0.51% of 140,000 active;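 active = inhibition above a set limit, 3 SD over the mean compound inhibition, cut at about 44% in these data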; also: inactives centre near -24
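System: Saccharomyces cerevisiae DeaD strain BB579, replicative lifespan model yeast | Buffer or medium: Restrictive glucose-based CSMM-D medium | Times: 4 h preincubation and 48 h exposure at 30 °C | Detection: OD615 turbidity measurement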
MRP1 act – activates MRP-1 | H69AR cells + doxorubicin, viability rescue, CellTiter-Glo | 0.61% of 140,000 active | viability increase, % at 10 µM;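 active = viability gain under doxorubicin at or above a set limit, the compound median plus 3 SD, cut at about 4.7% in these data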;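 also: MRP-1 overexpressing cells given doxorubicin 25 µM after compound pretreatment; 18-22 h compound pretreatment then 72 h with doxorubicin before readout; 0% = doxorubicin-only wells and 100% = vehicle-treated cells without doxorubicin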
* = called active by the depositor; / = not tested or not shown; & = joins results of further samples.

SMILES	PTEN del growth	NPY-Y2 antag	E-sel TNF inh	GALR2 blocker	Phagocytosis inh	bCat KO growth	Yeast lifespan up	Measles CPE	BB579 growth dn	MRP1 act
C=CCn1c2ccccc2c2nnc(SC(CC)C(=O)Nc3sc4c(c3C#N)CCCC4)nc21 (centres undefined)	52	-1	53	8	/	54	-6	21	-64	0.1
CCOc1ccc(-n2nc3c(Cl)nnc(C)c3c2C)cc1	96	2	/	9	0	110	1	13	-35	0.1
Cc1ccc(CNc2ccc(N3C(=O)CCCC3=O)cc2[N+](=O)[O-])cc1	88	3	11	11	6	94	-1	8	-21	-1.1
CCOC(=O)C1=C(C)N(c2ccccc2)C(=O)C1	83	2	-1	5	/	79	/	5	-41	-4.2
COC(=O)c1c(NC(=O)CSc2nc3nc(C)cc(C)n3n2)sc(C)c1C	95	-1	10	16	-5	83	10	25	-19	-2.3
CCOC(=O)c1cc(-c2ccc(C)cc2)n(CCC(=O)NCCCOC)c1C	97	2	17	-3	/	96	-8	10	22	-1.4
c1cncc(-c2nc(-c3ccc4c(c3)OCO4)cs2)c1	76	2	-11	-8	-2	67	-19	4	-33	-2.5
O=C(c1cc(-c2ccccc2)on1)N1CCN(Cc2ccc3c(c2)OCO3)CC1	76	4	-27	-1	-1	85	-14	6	-24	-1.1
CCn1c(SCC(=O)OC)nnc1C1CCCCC1	100	1	-3	0	/	87	-2	24	-34	0.7
Nc1nc(CN2CCN(c3cccc(Cl)c3)CC2)nc(N2CCCc3ccccc32)n1	86	16	-6	4	1	96	-1	11	-46	-2.9
Cc1ccc(C)c(-n2c(CNC(=O)c3ccco3)nnc2SCC(=O)Nc2nccs2)c1	76	4	9	12	/	82	-15	15	-28	-3.1
CN(C)/C=C(\C#N)C(=O)c1cccnc1Oc1ccc(F)cc1F	96	-1	31	9	/	102	-17	1	-2	-0.7
Cc1ccc(C)c(NC(=S)NNC(=O)c2cc3c(s2)CCC(C)C3)c1 (centres undefined)	93	10	-41	-1	-7	95	0	10	-21	0.9
O=C(N/N=C/c1cc(Cl)ccc1O)C(=O)Nc1ccccc1OC(F)(F)C(F)F	9	1	/	26	-5	14	4	10	-46	2.2
COc1cccc(OCCOc2c(OC)cccc2OC)c1	86	2	-32	-8	3	92	-10	6	-7	-0.9
COc1ccc(-c2cc3nc(C)cc(C)n3n2)cc1	88	1	-12	21	/	85	-6	8	4	-2.5
CCOC(=O)C1=C(C)N(C)C(=S)NC1c1ccccc1 (centres undefined)	92	1	-28	-3	-5	95	4	7	-21	-0.3
CCOc1ccc(/C(O)=C2/C(=O)C(=O)N(c3nc(C)c(C)s3)C2c2ccco2)cc1 (centres undefined)	127	2	/	-14	0	99	11	2	-41	-0.8
O=C(NCC1(N2CCOCC2)CCCCC1)c1ccc(Cl)c(S(=O)(=O)NCc2ccco2)c1	92	3	22	-2	-1	87	-2	11	-88	-1.2
Cc1cc(=O)[nH]c(N/N=C/c2ccc(OC(=O)c3ccco3)cc2)n1	92	2	/	1	-9	98	0	10	-24	-0.9
COC(=O)c1[nH]c2c(c1C)C(=O)CCC2	99	0	-14	-5	/	99	-10	13	-37	-0.6
CC1CCN(Cc2csc(N)n2)CC1	110	2	17	-11	-1	97	-5	9	-30	1.0
COc1ccccc1N=Cc1nc(-c2ccccc2)oc1OC(C)=O	99	0	-14	-4	/	99	20	9	-54	-2.3
COC(=O)Cc1csc(N)n1	101&97	1&0	-11&6	2&4	-1&0	110&103	2&-5	19&12	-42&-12	-1.2&-0.4
O=C(c1ccc([N+](=O)[O-])cc1)n1nc(-c2ccccc2)nc1NCc1ccccc1	101	2	-23	5	-2	90	-22	8	2	-0.4
CC(O)CNc1nc2sc3c(c2c(=O)n1CCc1ccccc1)CCCCC3 (centres undefined)	28	-4	/	-7	-11	39	-7	/	-37	-2.7
CC(CCc1ccccc1)NC(=O)C1CCN(S(=O)(=O)c2cnc[nH]2)CC1 (centres undefined)	91	2	9	8	-1	82	-6	5	-6	-0.4
COc1cccc(C(=O)Nc2ccc3nc(N4CCN(c5ncccn5)CC4)cc(C)c3c2)c1OC	1.7*	-1	-8	7	/	2.0*	-5	4	-31	-5.2
Cc1noc(NS(=O)(=O)c2ccc(N3Cc4ccccc4C3=O)cc2)c1C	111	3	/	6	-4	105	-12	23	0	-0.1
Cc1ccc(N(Cc2ccccc2F)S(C)(=O)=O)cc1C	97	5	12	-4	-1	94	19	18	-4	-1.4
CCc1ccc(/C=C2/C(=O)N(c3ccccc3)C(=S)N2CC(=O)OC)s1	54	0	18	-3	-2	51	0	16	-15	-4.0
O=C1c2oc3ccc(F)cc3c(=O)c2C(c2cccc(O)c2)N1CCCN1CCOCC1 (centres undefined)	93	-2	8	-8	/	83	-3	18	12	-0.6
O=C(COC(=O)c1ccco1)c1ccc2ccccc2c1	105	4	6	-16	0	106	-14	14	-58	0.8
C=CCc1ccc(OCCOCCNCCCC)c(OC)c1	89	3	-12	-14	/	84	-8	15	-8	-1.2
C=CCN(CC=C)S(=O)(=O)c1ccc(NC(=S)NC(=O)/C=C/c2cccc3ccccc23)cc1	63	3	68*	-2	1	67	-13	3	-7	-4.8
COc1ccc(C(=O)Nc2cccnc2)cc1S(=O)(=O)N1CCOCC1	98	3	0	-6	1	102	-3	10	-29	-0.5
COC(=O)C1=C(C)NC(=O)CC1c1cc2c(cc1Br)OCO2 (centres undefined)	77	2	-25	6	/	90	-9	1	-31	1.0
CS(=O)(=O)N(CC(=O)O)c1ccc2c(c1)OCO2	96	-4	-2	-8	-1	96	-10	6	-19	-0.1
c1ccc2[nH]c(NCCN3CCOCC3)nc2c1	103	2	-14	1	-2	92	8	16	-43	-0.9
O=c1c2ccccc2c2c(O)nc(-c3ccccc3)n2n1Cc1ccccc1	82	2	-19	-4	0	88	-4	2	-29	-0.8
C/C(=N/NC(N)=S)c1ccccc1[N+](=O)[O-]	103	1	-40	0	/	101	-21	7	-28	-1.7
CN(C(=O)CSc1nnc(N)s1)c1c(N)n(Cc2ccccc2)c(=O)[nH]c1=O	87	1	-6	-5	0	90	-11	6	39	-0.6
CC(C)COC(=O)/C(C#N)=C/c1c[nH]c2ccccc12	87	-2	-6	5	-4	81	-2	27	-32	-2.5
Cc1ccccc1Oc1ccc(Oc2ccccc2C)nn1	93	5	-24	19	0	91	-8	1	-84	0.1
CN(C)CCCNc1oc(-c2cccc(Cl)c2)nc1C#N	66	2	/	6	0	68	-21	3	-46	-3.6
Cc1noc(C)c1CN(C(=S)NC(C)C)c1ccccc1	86	-2	-27	-4	/	84	6	21	2	-0.4
Cc1cccc(C(=O)NNC(=O)c2ccco2)c1	103	2	/	-4	-13	96	5	4	-25	1.8
CCCN(CCC)CCCNC(=O)c1cc2cc3ccc(OC)cc3nc2o1	42	5	15	-11	/	58	-23	6	-50	-3.4
Cc1ccc(/C=N/n2c(-c3cccs3)n[nH]c2=S)cc1	90	-1	36	1	/	86	-10	4	-20	-0.4
O=C(Cc1ccccc1)N/N=C/c1ccccc1Cl	95	3	28	6	0	93	-6	2	-26	0.7
Cc1nn(-c2ccccc2)c(N2CCCC2)c1/C=N/NC(=S)Nc1ccccc1F	36	7	17	3	-14	49	-4	2	-5	0.3
COc1ccc([C@H]2[C@H](C(=O)OC(C)(C)C)N3N=Cc4ccccc4C3C23C(=O)c2ccccc2C3=O)c(OC)c1 (some centres undefined)	63	3	/	14	0	68	7	15	-12	-1.4
CCCS(=O)(=O)N1CCC(C(=O)NCCN(CC)c2ccccc2)CC1	97	3	/	10	0	83	-11	3	3	-0.3
CSc1nc2nc3c(c(=O)n2[nH]1)CCC3	89	5	-3	1	0	103	4	13	-21	-4.4
CCOC(=O)c1c(C)nc2c(c1-c1ccc(OC)cc1)C(=O)CC(C)(C)C2	97	1	-23	-14	/	94	0	30	-43	-3.0
COc1cccc(C(=O)/C=C/Nc2ccc(S(=O)(=O)Nc3nc(C)cc(C)n3)cc2)c1	90	1	-4	3	-7	97	13	14	-46	-1.2
CC(C)(C)c1ccc(OCCN2CCCC2)cc1	93	1	-27	2	2	81	5	5	-26	-1.3
COc1ccccc1/C=C\C=N\n1c(C2CCCCC2)n[nH]c1=S	106	6	-65	4	/	104	-8	4	-52	1.2
Cc1oc2ccc(O)cc2c1C(=O)c1ccc([N+](=O)[O-])cc1	91	-1	6	-1	0	92	-4	12	4	-3.1
O=C(CSc1nnc(SCc2ccccc2)s1)N/N=C/C=C\c1ccco1	104	4	/	15	-7	96	-2	7	-22	-0.1
(list continues)
SMILES	PTEN del growth	NPY-Y2 antag	E-sel TNF inh	GALR2 blocker	Phagocytosis inh	bCat KO growth	Yeast lifespan up	Measles CPE	BB579 growth dn	MRP1 act
Cc1ccc(C2CC(c3ccccc3C)n3nc(N)nc3N2)cc1 (centres undefined)	88	2	-25	11	/	76	-10	8	-8	-1.2
CCCC(=O)Nc1ccc(C(=O)Nc2cc(C(F)(F)F)ccc2Cl)cc1	78	-3	-6	-3	/	84	-25	4	-36	1.9
Cc1ccc(C(=O)O)cc1NC(=S)NC(=O)c1ccc([N+](=O)[O-])cc1Cl	99	4	/	-1	-1	94	-6	8	-8	1.5
CC1=C(C(=O)Nc2cccnc2)C(c2cccnc2)n2nc(-c3cccs3)nc2N1 (centres undefined)	96	6	4	8	/	97	-9	22	-41	-2.7
Oc1c(C(c2cccs2)N2CCN(c3ccccc3)CC2)sc2ncnn12 (centres undefined)	90	1	-10	1	/	87	-9	1	11	14*
O=S(=O)(c1ccccc1)c1cnn(-c2ccccc2)c1-c1ccc(Cl)cc1	77	5	-33	-2	2	79	-5	2	-36	-2.3
COc1ccc2c(c1)c(=O)c(Br)c(C)n2Cc1ccccc1	69	25*	2	-5	0	80	-7	13	-59	-3.1
COc1ccc(OCC(=O)Nc2ccccc2O)cc1	88	0	13	-11	0	87	-8	20	-30	-4.5
CCOC(=O)C1=C(CSc2nc(C)cc(C)c2C#N)OC(N)=C(C#N)C1c1cccs1 (centres undefined)	99	3	20	12	/	98	-6	4	-23	-0.1
CCC(C)COC(=O)c1ccc(C(=O)O)cc1 (centres undefined)	87	7	6	4	/	85	-37	35	-22	-2.4
O=C(c1cccc([N+](=O)[O-])c1)c1cc2ccccc2o1	103	5	5	-6	-2	101	-2	4	-15	0.0
CCC(Nc1nc(-c2ccccc2)nc2ccccc12)C(=O)O (centres undefined)	97	3	-36	0	3	84	-7	3	-31	-4.1
Cc1c(Cl)cccc1NC(=S)NC1CC1	88	3	-10	8	1	93	-1	4	-14	-1.9

Complete entries, quoted from the list. Order of screens: PTEN del growth, NPY-Y2 antag, E-sel TNF inh, GALR2 blocker, Phagocytosis inh, bCat KO growth, Yeast lifespan up, Measles CPE, BB579 growth dn, MRP1 act
`O=C(c1cccc([N+](=O)[O-])c1)c1cc2ccccc2o1` reads 103, 5, 5, -6, -2, 101, -2, 4, -15, 0.0
`Oc1c(C(c2cccs2)N2CCN(c3ccccc3)CC2)sc2ncnn12` (centres undefined) reads 90, 1, -10, 1, /, 87, -9, 1, 11, 14*
